Bioassay records as filed in PubChem BioAssay.
EPAC2 ag: agonists of human EPAC2 (RAPGEF4); Q8WZA2; EPAC2 activation, biochemical qHTS; response scale: 100% = 6.5 mM cAMP response; Potency, µM (doses to about 154 µM), without a hit: top-dose activation, hits mostly activators; hit rate 0.079% among 360,000; AID 720711; note: potency is the fitted concentration of half-maximal effect; nearly all actives have a fitted effect of over 50% in size
Target sequence (Q8WZA2 whole entry, looked up): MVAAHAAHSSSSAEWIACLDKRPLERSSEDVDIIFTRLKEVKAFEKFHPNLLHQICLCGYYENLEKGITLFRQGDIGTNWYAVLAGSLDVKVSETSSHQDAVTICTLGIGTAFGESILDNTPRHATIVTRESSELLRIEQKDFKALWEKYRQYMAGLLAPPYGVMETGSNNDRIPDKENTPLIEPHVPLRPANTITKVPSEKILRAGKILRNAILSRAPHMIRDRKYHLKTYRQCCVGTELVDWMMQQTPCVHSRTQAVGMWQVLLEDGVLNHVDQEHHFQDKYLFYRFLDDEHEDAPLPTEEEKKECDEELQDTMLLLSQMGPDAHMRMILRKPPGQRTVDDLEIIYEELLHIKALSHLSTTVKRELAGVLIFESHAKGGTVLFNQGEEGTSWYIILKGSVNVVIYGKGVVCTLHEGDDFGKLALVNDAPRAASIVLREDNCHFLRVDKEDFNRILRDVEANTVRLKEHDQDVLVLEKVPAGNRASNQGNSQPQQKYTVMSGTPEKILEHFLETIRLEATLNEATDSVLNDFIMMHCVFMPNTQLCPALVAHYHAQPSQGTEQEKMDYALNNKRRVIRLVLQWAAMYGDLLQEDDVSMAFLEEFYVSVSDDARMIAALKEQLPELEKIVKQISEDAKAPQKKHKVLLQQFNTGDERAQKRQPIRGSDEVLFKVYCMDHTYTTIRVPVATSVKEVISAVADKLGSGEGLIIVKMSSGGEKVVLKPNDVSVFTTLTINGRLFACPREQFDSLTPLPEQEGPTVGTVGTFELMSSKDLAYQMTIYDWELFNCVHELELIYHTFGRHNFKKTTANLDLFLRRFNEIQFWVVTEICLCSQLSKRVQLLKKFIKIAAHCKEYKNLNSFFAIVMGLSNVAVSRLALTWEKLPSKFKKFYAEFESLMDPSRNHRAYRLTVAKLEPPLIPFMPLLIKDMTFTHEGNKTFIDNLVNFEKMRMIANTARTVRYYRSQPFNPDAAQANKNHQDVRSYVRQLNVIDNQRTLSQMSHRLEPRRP
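Exchange assay: 100 nM EPAC2 with 250 nM Rap1B-BODIPY-GDP and 50 uM GDP. Fluorescence (ex 480/em 540 nm) read every 5 min for 30 min at room temperature. Data normalized to 6.5 mM cAMP as agonist control.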
TGFb SMAD3 inh: TGF-b pathway inhibition; HepG2 CAGA-GFP TGF-b/SMAD3 reporter, GFP fluorescence, 18 h; TGF-beta stimulated, 500 pg/mL final; Potency, µM (top dose mostly 46.1 µM), inactives show at the highest dose activity, negative = inhibition, actives largely listed as inhibitors; hit rate 1.2% among 410,000; note: potency is the fitted concentration of half-maximal effect; % is set by controls: 0 for no effect and ±100 for the full control effect; nearly all actives have a fitted effect of over 65% in size
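Smad-responsive CAGA-GFP expression was quantified in HEPG2 cells exposed to compounds and 500 pg/mL final TGF-beta for 18 h at 37 degrees C; unstimulated wells defined full inhibition.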
MmCpn inh: inhibitors of Methanococcus maripaludis chaperonin (MmCpn). purified Mm-Cpn ATPase, ADP Transcreener TR-FRET. Potency, µM (series often up to 76.9 µM), for inactives: top-dose activity, negative = inhibition, actives largely listed as inhibitors. hit rate 0.031% among 330,000. AID 504842; note: potency is the fitted concentration of half-maximal effect; % is set by controls: 0 for no effect and ±100 for the full control effect; nearly all actives have a fitted effect of over 80% in size
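Purified archaeal Mm-CPN (25nM final) preincubated 10 min at 37degC with compound, then 10uM ATP for 30 min at 37degC; ADP measured by HTRF Transcreener TR-FRET; buffer 30 mM TRIS pH 7.4, 100mM KCl, 5mM MgCl2, 1mM DTT.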
Nrf2 block: inhibitors of Nrf2 signaling. A549 ARE-Fluc reporter, luciferase luminescence, 18-24 h. Potency, µM (highest dose often 46 µM), inactives show top-dose activity change, negative = inhibition, most hits filed as inhibitors. hit rate 2.1% among 360,000; note: potency is the fitted concentration of half-maximal effect; % is set by controls: 0 for no effect and ±100 for the full control effect; nearly all actives have a fitted effect of over 60% in size
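A549 ARE_Fluc cells, 5000/well, 5% FBS OPTI-MEM; compounds in dose-response, 18-24 h at 37 °C/5% CO2; CellTiter-Fluor viability read (Ex 405/Em 525), then BugLite luciferase luminescence = Nrf2 activity.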
pAkt inh: blocks phosphorylation of Akt; Neuro2A IGF-stimulated pAkt S473 HTRF, 20 min; active compounds read low; activity change, % for hits at 50 µM; hit rate 0.32% among 360,000; in the data active = activity change below about -80%; inconclusive = mostly about -51% to -80%; note: % is set by controls: 0 for no effect and ±100 for the full control effect
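Neuro2A cells (4,500/well, DMEM with 0.5% FBS) were treated with compound at a single 50 µM final concentration, stimulated with 6 nM IGF for 20 min at 37 °C, and lysed. Phospho-Akt Ser473 was read by HTRF as 665/615 ratio ×10^4.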
Nrf2 activator: activators of Nrf2 (ARE) signaling; AREc32 ARE-luciferase reporter (MCF7-derived line), luminescence, 24 h; Potency, µM (series often up to 46.1 µM), inactives show at the top dose activation, usual class: activators; hit rate 0.31% among 410,000; AID 624171; note: potency is the fitted concentration of half-maximal effect; % of control where 0% means no effect; nearly all actives have a fitted effect of over 65% in size
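For detection, Steady-Glo was added and plates sat 30 min at RT; before that, AREc32_Fluc cells grown overnight in OPTI-MEM/5% FBS had been treated with 23 nL compound for 24 hr at 37 deg C.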
CCT modulator: modulators of cytosolic chaperonin (CCT/TRiC) activity. purified chaperonin ATPase assay, HTRF ADP detection, 30 min. activity change, % (no concentration beside the values), hits read low. hit rate 0.3% among 360,000; in the data active = activity change below about -30%; note: % is set by controls: 0 for no effect and ±100 for the full control effect
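Enzyme 40 or 20 nM (batch-dependent) in Tris pH 7.4/KCl/MgCl2/DTT; cpd 76 uM single point; ATP 10 uM; 30 min 37 °C; Transcreener ADP HTRF detection, 30 min RT; ratio 665/615.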
EPAC2 antag: antagonists of human EPAC2; EPAC2 GEF exchange of Rap1B-BODIPY-GDP, fluorescence; Potency, µM (titrated, usually from 114 µM), for inactives: top-dose activity, negative = inhibition, hits mostly inhibitors; hit rate 0.18% among 360,000; note: potency is the fitted concentration of half-maximal effect; % is set by controls: 0 for no effect and ±100 for the full control effect; nearly all actives have a fitted effect of over 45% in size; many of its hits are not listed in these tables
A549 tox: kills or reduces viability of A549 cells in Nrf2 counter-screen. A549 ARE-Fluc cells, CellTiter-Fluor viability, 18-24 h. Potency, µM (series often up to 46 µM), for inactives: top-dose activity change, negative = cytotoxicity, usual class: inhibitors. hit rate 0.16% among 390,000. AID 504648; note: potency is the fitted concentration of half-maximal effect; % is set by controls: 0 for no effect and ±100 for the full control effect
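A549 ARE_Fluc cells in 5% FBS OPTI-MEM were exposed to compounds in concentration-response for 18-24 h at 37 deg C. Viability was read by CellTiter-Fluor fluorescence (Ex 405/Em 525) after 30 min, before the luciferase read.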
Starred values were filed as active, the others as inactive; i = inactive; ? = inconclusive; · = not tested or not shown; & = joins results of further samples; [ ] = another dose, or the depositor's remark. Unless noted, calls come from the whole dose curve; as a rule, active = well fitted curve in the direction sought with a large enough effect; inconclusive = small, poorly fitted or top-dose-only effect, or another doubt; inactive = no such curve, though single readings can be large; an effect the other way counts as inactive or inconclusive. Not all compounds are listed (hit frequency here may not be typical).

| smiles | EPAC2 ag | TGFb SMAD3 inh | MmCpn inh | Nrf2 block | pAkt inh | Nrf2 activator | CCT modulator | EPAC2 antag | A549 tox |
| --- | --- | --- | --- | --- | --- | --- | --- | --- | --- |
| Cc1cccc(C)c1NC(=O)CSc1nnc([C@@H]2CCCN2C(=O)OC(C)(C)C)o1 | -3% | -1% | -2% | 13% | i | -0.3% | 0.0 | 2% | · |
| Cc1cn(CC(=O)NCc2ccc(N(C)C)cc2)c(=O)[nH]c1=O | 3% | 9% | · | -2% | i | 0.3% | 1.0 | 7% | 8% |
| COc1cc(C(=O)NCCC(=O)NC2CCCCC2)cc(OC)c1OC | 9% | -7% | -3% | 3% | i | 0.1% | -2.3 | -5% | 1% |
| CCN(c1ccccc1)S(=O)(=O)c1cc(NC(=O)Nc2ccccc2C#N)ccc1Cl | 0% | -19% | 0% | -2% | i | 3.8% | -3.5 | 2% | 1% |
| COc1ccc(-n2ccnc(NCc3ccccc3Cl)c2=O)cc1OC | · | -9% | · | ? | · | -0.1% | · | · | -1% |
| CCOC(=O)CC1=NN(c2ccccc2)C(=O)C1=c1sc(=C2SC(C)=C(C)N2CC)c(=O)n1CC | 4% | -8% | · | -1% | i | -0.3% | -2.1 | -1% | 0% |
| COC(=O)NNC(=O)C12CC3CC(CC(C3)C1)C2 | 0% | 13% | 0% | 2% | i | -0.7% | 1.5 | ? | -2% |
| CC(C)(C)C1CCc2c(sc3nc(SCC(=O)O)nc(N)c23)C1 (stereo not given) | 7% | -2% | 2% | ? | i | -1.3% | 0.0 | ? | 0% |
| CN(C)Cc1csc(Nc2ccc(C(=O)c3ccccc3)cc2)n1 | 13% | -24% | · | · | i | 6.3% | -0.3 | 8% | · |
| CC(C)(C)n1nnnc1C(c1ccccc1)N1CCN(c2ncccn2)CC1 (stereo not given) | 8% | · | · | · | i | 0.4% | 0.5 | 1% | · |
| Cc1ccc(-c2cc(C(=O)Oc3ccccc3)c3cccc(C)c3n2)cc1 | · | 0% | · | -6% | · | 0.2% | · | · | 16% |
| Cc1ccc(S(=O)(=O)N2C[C@H]3C(=O)C[C@@H](c4ccc(Cl)cc4)N(S(=O)(=O)c4ccc(C)cc4)[C@H]3C[C@H]2c2ccc(Cl)cc2)cc1 | -3% | -12% | · | · | i | -0.1% | -2.2 | 17% | · |

Sorted by value in Nrf2 activator (descending): four from the list above
SMILES,Nrf2 activator
CC(C)(C)n1nnnc1C(c1ccccc1)N1CCN(c2ncccn2)CC1 (stereo not given),0.4%
Cc1ccc(-c2cc(C(=O)Oc3ccccc3)c3cccc(C)c3n2)cc1,0.2%
Cc1cccc(C)c1NC(=O)CSc1nnc([C@@H]2CCCN2C(=O)OC(C)(C)C)o1,-0.3%
COC(=O)NNC(=O)C12CC3CC(CC(C3)C1)C2,-0.7%

Going on with the list.
| smiles | EPAC2 ag | TGFb SMAD3 inh | MmCpn inh | Nrf2 block | pAkt inh | Nrf2 activator | CCT modulator | EPAC2 antag | A549 tox |
| --- | --- | --- | --- | --- | --- | --- | --- | --- | --- |
| CN=C(c1ccc([N+](=O)[O-])cc1)N1CCCCC1 | 8% | 18% | 1% | 14% | i | -0.5% | -0.9 | -3% | 11% |
| CSc1ccc(CN2CCC(C)(Oc3ccc(CC#N)cc3)C2)cc1 (stereo not given) | 13% | 0% | · | · | i | 6.7% | 1.5 | -15% | · |
| COc1ccc(C=O)c(OC)c1 | 7% | 5% | 2%[15.4 µM] | -2% | i | 1.8%[9.22 µM] | -1.4 | 10% | 5% |
| COc1ccc(CN2CCCC(C(=O)c3ccc4c(c3)OCO4)C2)c(F)c1 (stereo not given) | 1% | -24% | 2% | -7% | i | 3.3% | -0.7 | 0% | -1% |
| COC(=O)C1C(c2ccccc2)C(C(=O)O)C1c1ccccc1 (stereo not given) | 7% | 9% | 2% | -1% | i | -0.1% | 0.1 | -2% | -10% |
| Cc1nnc(SCC(=O)Nc2cccnc2Cl)s1 | 11% | -1% | -4% | 0% | i | 0.8% | 1.1 | 4% | -4% |
| Cc1cc(C(=O)N2CCCC(N3CCN(c4cccc(C(F)(F)F)c4)CC3)C2)no1 (stereo not given) | -2% | -11% | -2% | -16% | i | -0.8% | 0.9 | 2% | -9% |
| Cn1nc(C(=O)Nc2cc(Cl)ccc2N2CCCC2)c2ccccc2c1=O | 8% | -18% | -1% | -21% | i | 6.2% | 0.4 | -2% | -2% |
| Cc1nc(SCc2ccc(Cl)c(Cl)c2)ncc1C(=O)O | 12% | 11% | 0% | ? | i | 2.2% | -3.1 | -21% | 4% |
| Cc1nn2c(=O)cc(CSCC(=O)Nc3ccccc3Cl)nc2s1 | 7% | 11% | ? | ? | i | 1.7% | 1.3 | 12% | 21% |
| O=C(NCCc1ccccn1)c1ccc(COc2ccccc2)o1 | 2% | 1% | 1% | 15% | i | -0.1% | -2.6 | 2% | 25% |
| CCOc1cc(N2CCOCC2)c(OCC)cc1NC(=O)c1ccc(C)s1 | 7% | 10% | -1% | ? | i | -0.6% | -0.9 | 8% | -9% |
| COc1cc(-c2ccc(Nc3ccccc3C(=O)O)c(OC)c2)ccc1Nc1ccccc1C(=O)O | -4% | -23% | 0% | ? | i | -0.8% | 1.2 | -8% | ? |
| CCn1c(=O)n(CC)c2cc(N)ccc21 | 3% | 1% | -3% | ? | i | 13% | 0.2 | -1% | 3% |
| C/C(Cn1cnc([N+](=O)[O-])n1)=N\NC(=O)c1cccc(F)c1 | -5% | 1% | 0% | 15% | i | 0.5% | 0.2 | 10% | -8% |
| CCO/C=C1/C(=O)N(c2ccc(OC)cc2)C(=O)c2ccccc21 | 10% | -7% | 0% | -9% | i | 0.0% | -2.9 | 10% | -4% |
| NS(=O)(=O)c1cccc(C(=O)OCC(=O)NC2CCCc3ccccc32)c1 (stereo not given) | 0% | 9% | 1% | 14% | i | -0.5% | 0.3 | -13% | 0% |
| Cc1ccc(C(=O)Nc2ccc3c(c2)CCC3)cc1S(=O)(=O)N1CCOCC1 | 8% | ? | 0% | ? | i | 5.0% | 2.5 | -9% | -1% |
| CCCCCc1ccc(-c2cn(CN3C(=O)c4ccccc4C3=O)nn2)cc1 | -3% | -7%&7% | 2% | 7% | i | 0.1% | -0.9 | -14% | 6% |
| CCC(C)[C@H](NC(=O)N1CC(=O)Nc2ccccc21)C(=O)Nc1nccs1 (stereo not given in full) | 8% | 1% | 1% | -4% | i | 0.3% | -1.6 | 2% | -6% |
| CC(C)CC(c1nnnn1CC1CCCO1)N1CCN(c2nc3ccccc3s2)CC1 (stereo not given) | -16% | ? | 0% | · | i | -0.5% | 1.1 | 0% | 3% |
| Cc1oc2c(C)c3oc(=O)c(CCC(=O)NCCCN4CCOCC4)c(C)c3cc2c1C | 2% | -2% | 0% | -24% | i | -1.0% | 1.6 | 6% | -2% |
| CCCc1nnc(NC(=O)CCC(=O)N2CCCCC2)s1 | 10% | -3% | 3% | 0% | i | -0.6% | 0.3 | 1% | 1% |
| COc1ccccc1-n1c(=S)[nH]c2c(sc(=S)n2-c2ccccc2C)c1=O | 13% | 5% | 2% | -29% | i | 7.0% | -2.4 | 11% | 8% |
| CCOC(=O)c1[nH]c2cc(OC)c(OC)cc2c1NC(=O)CN(C)C1CCCCC1 | 5% | -15% | -2% | · | · | -0.1% | -0.1 | -2% | -11% |
| Cc1ccc2oc(=O)n(Cc3ccccc3Cl)c2c1 | · | 16% | · | 0% | · | 1.6% | · | · | 5% |
| COc1ccc([C@H]2CC(=O)C=C(c3cccc(F)c3OC)C2)cc1 | ? | ? | 1% | -8% | i | -1.2% | -1.8 | -11% | 3% |
| CC1CN=C(NC2CCCCC2C)S1 (stereo not given) | 0% | 22% | -6% | -9% | i | 0.2% | -3.0 | 1% | -11% |
| COc1cc(OC)c(S(=O)(=O)N2CCN(C(=O)c3ccccc3F)CC2)cc1NC(C)=O | -1% | 4% | 3% | -19% | i | 0.1% | 1.5 | -7% | -1% |
| COc1ccc(N2C(=O)CCC(C(=O)O)C2c2ccccc2OC)cc1 (stereo not given) | 7% | 4% | -2% | 22% | i | 0.4% | -0.3 | 12% | 1% |
| CC(C)CCCC(C)NC(=O)c1cc(S(=O)(=O)N2CCCCC2)ccc1N1CCOCC1 (stereo not given) | 3% | ? | 1% | 12% | i | -0.6% | -1.3 | -19% | -1% |
| CC(=O)c1ccc(N(CC(=O)NC2CCCC2)C(=O)c2ccc(C)s2)cc1 | -1% | 14% | 1% | -25% | i | -0.4% | -0.1 | -10% | -17% |
| CCc1c(C)c2ccc(OCC(=O)N(C)C)c(C)c2oc1=O | -1% | -29% | -4% | ? | i | 0.0% | -1.3 | 5% | 3% |
| Cc1ccccc1C(=O)N1CCN(c2ccc(NC(=O)c3ccco3)cc2)CC1 | 0% | -28% | 0% | -4% | i | -0.4% | 0.1 | -11% | 7% |
| COc1ccc(C(=O)N2CCN(c3ccc(NC(=O)c4ccco4)cc3)CC2)cc1 | -3% | 3% | -5% | -3% | i | -0.5% | -2.1 | -15% | -5% |
| CCC[C@H]1CN(c2ccc(Br)cc2)C(=O)[C@@H]1CC(=O)Nc1ccc(OC)cc1 | 0% | 3% | · | · | i | 2.7% | 0.9 | -5% | · |

Quoted at random: 2 compounds from above, in no set order.
| smiles | EPAC2 ag | TGFb SMAD3 inh | MmCpn inh | Nrf2 block | pAkt inh | Nrf2 activator | CCT modulator | EPAC2 antag | A549 tox |
| --- | --- | --- | --- | --- | --- | --- | --- | --- | --- |
| COc1cc(OC)c(S(=O)(=O)N2CCN(C(=O)c3ccccc3F)CC2)cc1NC(C)=O | -1% | 4% | 3% | -19% | i | 0.1% | 1.5 | -7% | -1% |
| CCc1c(C)c2ccc(OCC(=O)N(C)C)c(C)c2oc1=O | -1% | -29% | -4% | ? | i | 0.0% | -1.3 | 5% | 3% |
